NOD2 inhibition – NOD2 signaling inhibitors, cell-based, luminescence, uHTS, HEK293 (AID 1566); HEK293 NOD2/NF-kB luciferase reporter, luminescence; higher % means a stronger effect; inhibition, % at 4 µM, or EC50 in µM where a hit was titrated; 0.63% of 290,000 active; further: many of its hits are not listed in these tables
LYP inhibition – inhibitors of LYP phosphatase, biochemical, fluorescence intensity, uHTS (AID 1779); recombinant LYP phosphatase, fluorescence intensity; higher % means a stronger effect; 0.054% of 290,000 active; inhibition, % at 11.5 µM; hits with a dose series show IC50 in µM; Tyrosine-protein phosphatase non-receptor type 22 (Homo sapiens);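 further: plate controls were vehicle with enzyme for no effect and no enzyme for full effect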
KOR beta-arrestin-1 – KOR antagonists, beta-arrestin recruitment, cell-based, luminescence, uHTS (AID 1778). KOR beta-arrestin recruitment, luminescence, antagonist mode; higher % means a stronger effect. Kappa-type opioid receptor (Homo sapiens). 0.091% of 290,000 active. inhibition, % at 10 µM, or IC50 in µM where a hit was titrated; further: strong numbers were not always called active
XIAP displacement – XIAP antagonists, biochemical, IAP family, fluorescence polarization (AID 1018); 0.007% of 200,000 active; E3 ubiquitin-protein ligase XIAP (Homo sapiens); one-dose displacement, % at 20 µM; IC50 in µM for titrated hits; XIAP BIR domain, fluorescence polarization peptide displacement; higher % means a stronger effect; in the data active means displacement above about 50%; further: a part of the inactive calls stands beside numbers as strong as those of hits
NOD1 NF-kB reporter – NOD1 signaling inhibitors, primary screen, cell-based, luminescence, uHTS (AID 1578); NOD1-driven NF-kB luciferase reporter cells, luminescence; higher % means a stronger effect; inhibition, % at 4 µM, or EC50 in µM where a hit was titrated; 1% of 290,000 active; in the data active means inhibition mostly above about 36%, no sharp cut-off; inactive means mostly below about 34%;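 further: HEK-293T reporter cells stimulated with the NOD1 agonist gamma-tri-DAP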
TNAP activators – human TNAP enzyme activators, primary screen, biochemical, luminescent, no phosphate acceptor, uHTS (AID 1001). Alkaline phosphatase, tissue-nonspecific isozyme (Homo sapiens). purified TNAP, luminescent activation assay, no phosphate acceptor; higher activation fold means a stronger effect. one-dose activation fold at 20 µM; EC50 in µM for titrated hits. 0.03% of 200,000 active; in the data active means activation fold from about 3, or a potency from the dose series; inactive means the rest, 99 in 100 with activation fold below about 1.6; further: many of its hits are not listed in these tables
PMI inhibitors – inhibitors of human PMI, primary screen, biochemical, fluorescence intensity, coupled assay (AID 1209); purified PMI enzyme, coupled fluorescence intensity; higher % means a stronger effect; 0.42% of 190,000 active; one-dose inhibition, % at 20 µM; IC50 in µM for titrated hits; Mannose-6-phosphate isomerase (Homo sapiens);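 further: plate controls were DMSO vehicle for no effect and wells lacking substrate for full effect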
PMI inhibition – human PMI inhibitors, high substrate, primary screen, biochemical, fluorescence intensity, high mannose 6-phosphate (AID 1220); Mannose-6-phosphate isomerase (Homo sapiens); recombinant PMI enzyme, coupled fluorescence intensity; higher % means a stronger effect; inhibition, % at 20 µM, or IC50 in µM where a hit was titrated; 0.66% of 190,000 active
KOR beta-arrestin-2 – KOR agonists, beta-arrestin recruitment, primary screen, cell-based, luminescence, uHTS (AID 1777) | Kappa-type opioid receptor (Homo sapiens) | KOR beta-arrestin recruitment, luminescence; higher % means a stronger effect | one-dose activation, % at 10 µM; EC50 in µM for titrated hits | 0.02% of 280,000 active; in the data active means activation above about 50%, passing the limit was not always enough; further: a part of the inactive calls stands beside numbers as strong as those of hits
Numbers without * were called inactive; / = no result given; [ ] = remark or other dose. Unless noted, no stated cut-off is given here; in the data, active means inhibition above about 50%; inactive means the rest. Only part of the results is shown; count on the stated rates, not on these rows.

SMILES	NOD2 inhibition	LYP inhibition	KOR beta-arrestin-1	XIAP displacement	NOD1 NF-kB reporter	TNAP activators	PMI inhibitors	PMI inhibition	KOR beta-arrestin-2
O=C(COn1nnc2ccc(Cl)cc21)NC12CC3CC(CC(C3)C1)C2	2%	-5%	10%	-1.8%	2%	1.1	12%	6%	-3.3%
Cc1ccc2c(c1)c1ncnc(N3CCOCC3)c1n2C	13%	-12%	2%	1.7%	-3%	1.2	0%	-2%	-4.2%
CCOC(=O)CSc1nnnn1-c1cc(OC)ccc1OC	0%	-9%	14%	-5.3%	15%	1.1	14%	46%	-0.7%
CCOc1ccc(Cl)cc1S(=O)(=O)NC1CCCC1	-5%	-6%	15%	/	-31%	/	/	/	-1.6%
O=C(Nc1ccc(Cl)cc1C(=O)NCC1CCCO1)c1ccco1 (configuration not stated)	-6%	-2%	-27%	-2.6%	-9%	1.1	6%	-3%	2.2%
Cc1ccccc1NC(=O)/C(=C/c1cccs1)NC(=O)c1ccco1	12%	4%	-2%	-2.5%	-13%	1	8%	3%	-2.3%
Cn1c(N)c(S(=O)(=O)N2CCN(c3ccccc3)CC2)c(=O)n(C)c1=O	12%	-7%	-17%	-2.1%	-16%	1.1	-2%	2%	0.2%
CCCn1nnc(NC(=S)NC(=O)/C=C/c2ccc(Cl)cc2)n1	12%	-3%	15%	/	-2%	/	/	/	4.8%
O=C(NCCO)/C(=C\c1ccc(Br)cc1)NC(=O)c1cccs1	6%	-1%	0%	-0.1%	-13%	1.3	3%	-8%	-2.6%
CCn1c(=O)c(C2=NS(=O)(=O)c3ccccc3N2)c(O)c2ccccc21	9%	0%	-23%	0.4%	-7%	1.1	-5%	2%	54%*
Cc1ccccc1NC(=O)c1sc2nc[nH]c(=O)c2c1C	2%	0%	-32%	-7.3%	/	1	4%	19%	-0.1%
Cc1c(Cl)cccc1NC(=S)N1CCN(S(=O)(=O)c2cccs2)CC1	15%	-3%	17%	-4.4%	-5%	1.1	11%	5%	-2.3%
Cc1ccc2oc(=O)c3cnn(CC(=O)Nc4cc(-c5cccc(F)c5)no4)c3c2c1	-12%	-7%	27%	-5.1%	1%	1	-6%	-2%	-2.6%
O=C(CC1C(=O)NCCN1CC(c1ccccc1)c1ccccc1)NCC1CCOCC1 (configuration not stated)	15%	-5%	-7%	/	-31%	/	/	/	0.6%
CC1CCCC2(C1)NC(=S)N(c1ccccc1)N2 (configuration not stated)	-75%	-2%	-18%	-1.1%	2%	1.1	-48%	-165%	4.6%
O=C(O)c1cccc(Cn2c(Cl)c(/C=N/NC(=O)c3ccccc3)sc2=O)c1	18%	-4%	-29%	-4.2%	4%	1.1	0%	0%	2.9%
O=C(COc1ccc(Cl)cc1Cl)NC(=O)c1ccccc1	-4%	-6%	-14%	/	-39%	/	/	/	3.4%
Cc1cccc(NC(=O)C2CCCN2S(=O)(=O)c2ccc(Cl)cc2)n1 (configuration not stated)	4%	-7%	-12%	/	-8%	/	/	/	16%
Cc1nc2cc(Cl)c(Cl)cc2nc1C	3%	-8%	6%	3.2%	-5%	1.2	4%	-3%	1.3%
C/C(=N\Nc1cccc2cccnc12)c1ccc[nH]1	-106%	2%	20%	-6.4%	-28%	1.1	2%	11%	-5.0%
COc1cccc(CN(C)C(=O)c2ccc(S(=O)(=O)N3CCCC3)cc2)c1OC	-2%	-8%	-11%	-3.7%	0%	1.1	11%	18%	1.9%
COC(=O)c1ccc2ccn(CC(=O)NC3CCCCC3)c2c1	6%	-2%	-30%	-8.4%	38%	1	-1%	-1%	5.5%
Cc1ccc(NC(=O)c2c(C(F)(F)F)nn(C)c2SCc2cccc(C(F)(F)F)c2)cc1C	-7%	6%	-30%	-2.2%	41%	1	22%	16%	-0.4%
CCSc1nnc(NC(=O)Cc2cc(OC)c(OC)c(OC)c2)s1	14%	-3%	-32%	-5.6%	-22%	1	11%	9%	0.9%
CCC(=O)N1CCCc2cc(S(=O)(=O)N3CCN(C4CCCCC4)CC3)ccc21	5%	-2%	26%	-1.3%	7%	1.1	12%	9%	-5.0%
COc1ccc(Cl)cc1C(=O)OCC(=O)NC(=O)c1cccn1C	11%	-3%	24%	-5.7%	-3%	0.8	-8%	-9%	-11%
Cc1ccc2c(CC(=O)N3CCN(S(=O)(=O)c4ccc5c(c4)OCCO5)CC3)coc2c1	6%	-3%	-3%	-5.7%	6%	1.1	3%	2%	-0.6%
CCS(=O)(=O)c1nc(S(=O)(=O)c2ccc(C)cc2)c(NCCN2CCOCC2)s1	12%	-9%	0%	/	-6%	/	/	/	-2.4%
COc1cc2c(c(OC)c1OC)CCc1cnoc1-2	1%	-1%	-15%	/	18%	/	/	/	7.9%
O=C(Nc1cc(F)c(Br)cc1F)c1ccc(Cl)cc1	-53%	-4%	17%	/	0%	/	/	/	-0.4%
O=C(Nc1cccc(F)c1)N(Cc1ccc(Cl)cc1)CC(O)C(F)(F)F (configuration not stated)	12%	-3%	10%	-4.4%	-7%	1.2	18%	16%	0.1%
CCC(C)N(C(=O)COC(=O)/C=C/c1ccc(O)c(OC)c1)C1CCS(=O)(=O)C1 (configuration not stated)	2%	-8%	-20%	1.0%	-5%	1.1	18%	17%	-0.2%
CC1(C)CC(=O)C(Sc2ccccc2C(=O)O)=C(O)C1	22%	-3%	26%	-1.2%	-2%	1.1	-16%	-12%	-1.0%
O=C(O)c1cc2c(s1)-c1ccccc1OC2	18%	-10%	16%	-6.5%	28%	1	-11%	-13%	-6.6%
COc1ccc2nc(C)c(C(N)=O)cc2c1	22%	-7%	-11%[20 µM]	-3.1%	6%	1.1	3%	0%	-6.3%
O=C(Nc1ccc(Cl)c(Cl)c1)N1CC=C(c2ccccc2)CC1	5%	-2%	13%	-5.0%	1%	1.2	7%	6%	2.6%
Cc1cc(C)c(C#N)c(Nc2ccc(F)cc2)n1	2%	-7%	-24%	/	3%	/	/	/	3.5%
CCOC(=O)c1cc(NC(=O)Nc2ccccc2Cl)c(C)nc1C	5%	-7%	-20%[20 µM]	-4.7%	-12%	1.1	10%	12%	-6.2%
CC(C)N1CCN(C(=O)C2CCC(=O)N(CCc3cccc(F)c3)C2)CC1 (configuration not stated)	14%	-8%	-1%	/	-7%	/	/	/	-4.3%
Cc1c(F)cccc1NS(=O)(=O)c1ccccc1C#N	0%	2%	22%	-2.9%	0%	1.1	14%	4%	8.0%

A section taken from the entries so far:
SMILES	NOD2 inhibition	LYP inhibition	KOR beta-arrestin-1	XIAP displacement	NOD1 NF-kB reporter	TNAP activators	PMI inhibitors	PMI inhibition	KOR beta-arrestin-2
CCC(C)N(C(=O)COC(=O)/C=C/c1ccc(O)c(OC)c1)C1CCS(=O)(=O)C1 (configuration not stated)	2%	-8%	-20%	1.0%	-5%	1.1	18%	17%	-0.2%
CC1(C)CC(=O)C(Sc2ccccc2C(=O)O)=C(O)C1	22%	-3%	26%	-1.2%	-2%	1.1	-16%	-12%	-1.0%

Continued.
SMILES	NOD2 inhibition	LYP inhibition	KOR beta-arrestin-1	XIAP displacement	NOD1 NF-kB reporter	TNAP activators	PMI inhibitors	PMI inhibition	KOR beta-arrestin-2
Cc1cc(C)nc(N/C(=N/S(=O)(=O)Cc2ccccc2)Nc2ccccc2)n1	2%	-4%	0%	-7.9%	-10%	1	-2%	3%	0.6%
Cc1noc(C)c1-c1nc(CS(=O)(=O)c2ccc(Cl)cc2)no1	0%	-5%	-4%	/	-9%	/	/	/	1.6%
COc1ccc(C2CC(C(F)(F)F)n3nc(C(N)=O)c(Cl)c3N2)cc1OC (configuration not stated)	2%	-8%	-5%	2.0%	20%	1.1	-4%	0%	-2.4%
C[N+]1=C2CCCCCN2C(O)(c2ccccc2)C1 (configuration not stated)	7%	-14%	-17%	-7.8%	11%	1.2	-21%	-20%	2.4%
COc1cccc(CC(=O)N2CCC(CCC(=O)Nc3cccc(OC)c3)CC2)c1	-3%	-10%	-6%	/	-4%	/	/	/	3.7%
C=C(C)C1CC=C(C)/C(=N/NC(=O)CCCNc2cccc(C)c2)C1 (configuration not stated)	1%	-3%	-17%[20 µM]	-3.5%	-30%	1	13%	22%	-9.8%
COc1cc(OC)cc(-c2nc3ccccc3c(=O)n2NC(=O)c2cccnc2Cl)c1	0%	-3%	6%	-11%	-23%	1.1	12%	-2%	12%
Cc1nc2c(C(=O)Nc3ccc(N4CCCC(O)C4)cc3)snc2c(=O)[nH]1 (configuration not stated)	-39%	-6%	-4%	/	-12%	/	/	/	0.9%
COc1ccc(N2C3=[N+](CC2(C)O)c2ccccc2CC3)cc1 (configuration not stated)	9%	-8%	-12%	-8.3%	18%	1.1	16%	35%	-1.9%
Cc1ccc(Cn2nnc3c(=O)n(CC(=O)c4ccccc4)cnc32)cc1	-5%	-2%	7%	-3.4%	6%	1.1	18%	24%	-2.2%
COC(=O)C(Cc1ccc(OC(=O)c2ccccc2C)cc1)N1Cc2ccccc2C1=O (configuration not stated)	-23%	-5%	16%	-5.9%	-34%	1	12%	13%	-1.9%
CCN1CCn2c3c(c4cccc(C)c42)CCCC31 (configuration not stated)	10%	-5%	-45%[20 µM]	/	-10%	/	/	/	5.1%
Cc1ccc(C(=O)N2CCC(C(=O)c3ccc(Cl)cc3)CC2)cc1	16%	-9%	-66%[20 µM]	/	16%	/	/	/	4.2%
Cc1cccc(/C=N/NC(=O)c2ccccc2OCc2cccc(Br)c2)n1	13%	0%	-30%	/	-18%	/	/	/	0.1%
COc1ccc(CCN2C(=O)CC(N3CCOCC3)C2=O)cc1OC (configuration not stated)	11%	-2%	-12%	-4.1%	-29%	1.1	5%	6%	0.2%
NC(=O)c1ccc(NC(=O)COC(=O)CC(NC(=O)c2ccccc2Cl)c2ccccc2)cc1 (configuration not stated)	-4%	1%	8%	-0.5%	-30%	1	-1%	-3%	-2.0%
O=C(CSc1nc2ccccc2n1Cc1ccccc1Cl)N/N=C/c1ccccc1C(=O)O	-56%	-4%	50%	/	-9%	/	/	/	0.3%
COc1ccc(CCNC(=O)CSc2nnc(-c3ccc(F)cc3)o2)cc1OC	20%	-8%	-8%	-4.8%	3%	1	-2%	0%	15%
COc1cccc(/C=C(\C#N)c2nc3ccc(C)cc3[nH]2)c1OCC(=O)O	1%	-6%	-10%	/	-28%	/	/	/	-1.6%
COC(=O)CSc1nc(N)c(C#N)c(C(C)C)c1C#N	-3%	-11%	32%	-8.8%	10%	1.1	-12%	-5%	6.4%
COc1ccc(C)cc1S(=O)(=O)N1c2ccccc2CC1C (configuration not stated)	-26%	-3%	1%	-5.3%	34%	1.1	7%	3%	-3.5%
CC(C)(C)c1ccc(C(=O)NCC(=O)O)cc1	-6%	-6%	8%[20 µM]	-4.3%	-15%	1	12%	16%	/
C=C(C)Cn1c(N2CC(C)CC(C)C2)nc2c1c(=O)[nH]c(=O)n2C (configuration not stated)	-10%	-10%	22%	/	7%	/	/	/	-0.8%

Source: PubChem BioAssay (Sanford-Burnham Center for Chemical Genomics)
